ERG Ets-DNA blk – inhibitors of human ERG Ets domain-DNA interaction; fluorescence polarization, His-ERG Ets domain / labelled DNA; Potency, µM (doses to about 76.9 µM), for inactives: top-dose FP activity, negative = inhibition, hits mostly inhibitors; 370,000 tested, 0.028% active; AID 624246; active = well fitted inhibition curve with a large enough effect in the polarisation, with a control signal flat; inconclusive = small, poorly fitted or top-dose-only effect, or effect the other way, or a change in a side signal; inactive = no such curve, though single readings can be large or run the other way; the % refers to the polarisation;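 also: polarization taken with two DNA probes labelled with fluorescein and Texas red; potency is read from the fitted curve at half-maximal effect; % of control where 0% means no effect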
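His-tagged ERG Ets domain (1 uM in the protein solution; 300mM KCl, 50mM Tris-HCl, 1mM EDTA, 1mM DTT, pH 7.5) received compound, then a probe mix of 5 nM fluorescein-DNA and 100nM Texas-615-DNA. Fluorescence polarization was read for both dyes.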
Pol beta inh – blocks human DNA polymerase beta activity | P06746 | Pol beta primer extension/strand displacement, fluorescence kinetic | Potency, µM (doses to about 114 µM), inactives show at the highest dose activity change, negative = inhibition, actives largely listed as inhibitors | 340,000 tested, 1.3% active | AID 485314; also: potency is read from the fitted curve at half-maximal effect; % is scaled to controls: 0 for no effect and ±100 for the full control effect
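Human Pol beta at 10 nM; strand-displacement substrate 50 nM final. Compound exposure 15 min at room temperature before start, reaction 10 min at room temperature.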
12-LOX inh – blocks human arachidonate 12S-lipoxygenase; P18054; purified 12hLO, xylenol orange hydroperoxide absorbance; Potency, µM (top dose mostly 108 µM), for inactives: at the top dose activity change, negative = inhibition, most hits filed as inhibitors; 580,000 tested, 1.1% active; AID 1671190; also: potency is read from the fitted curve at half-maximal effect; % is scaled to controls: 0 for no effect and ±100 for the full control effect
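Purified human 12hLO (150 nM final) in 25 mM Hepes, 0.01% Triton X-100, pH 7.0 was preincubated 15 min at room temperature with compound. Then 40 uM arachidonic acid was added, 30 min. Hydroperoxide was read by Fe-XO absorbance ratio 573/405 nm.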
RGS4 inhibitor – human RGS4 inhibition. P49798. Transcreener GDP fluorescence polarization, RGS4-accelerated GTP hydrolysis. Potency, µM (series often up to 114 µM), for inactives: at the top dose activity change, negative = inhibition, usual class: inhibitors. 390,000 tested, 0.039% active. AID 504845; also: potency is read from the fitted curve at half-maximal effect; % is scaled to controls: 0 for no effect and ±100 for the full control effect; nearly all actives have a fitted effect of over 75% in size; some results filed as inactive show a strong effect at the top dose
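MLSMR compounds (23 nl, pin-transferred) preincubated 10 min at room temperature with a 500nM (2x) first reagent, then RGS4 at 900nM (2x) plus Transcreener GDP mix added; fluorescence polarization (620/688 nm) read before and after 90 min at 30 °C.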
POLK inh – inhibitors of human DNA polymerase kappa; Q9UBT6; purified Pol kappa, fluorescent DNA synthesis assay, 10 min; Potency, µM (highest dose often 107 µM), for the others: at the highest dose activity, negative = inhibition, usual class: inhibitors; 400,000 tested, 0.53% active; also: potency is read from the fitted curve at half-maximal effect; % is scaled to controls: 0 for no effect and ±100 for the full control effect
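Here, compound and 10 nM enzyme are combined for 15 min at room temperature; adding 50 nM substrate (final) starts DNA synthesis, tracked by fluorescence at 0 and 10 min against buffer-only wells.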
APEX1 inh – inhibitors of human APE1 endonuclease; recombinant APE1, TAMRA/BHQ-2 abasic DNA cleavage fluorescence; Potency, µM (highest dose often 65.8 µM), without a hit: top-dose activity change, negative = inhibition, most hits filed as inhibitors; 350,000 tested, 0.35% active;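 also: potency is read from the fitted curve at half-maximal effect; plate controls were vehicle for no effect and reference inhibitor for full effect; nearly all actives have a fitted effect of over 55% in size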
Target sequence (P27695 whole entry, looked up): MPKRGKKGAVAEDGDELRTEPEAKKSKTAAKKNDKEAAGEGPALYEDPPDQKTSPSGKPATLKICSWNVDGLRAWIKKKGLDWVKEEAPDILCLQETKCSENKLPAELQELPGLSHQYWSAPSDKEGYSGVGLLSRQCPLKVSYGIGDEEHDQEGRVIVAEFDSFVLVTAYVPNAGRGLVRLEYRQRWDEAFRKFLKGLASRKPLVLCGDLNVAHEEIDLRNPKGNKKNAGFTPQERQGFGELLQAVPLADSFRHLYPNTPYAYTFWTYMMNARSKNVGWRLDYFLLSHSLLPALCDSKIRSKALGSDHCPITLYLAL
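Compound pre-exposure to 0.75 nM APE1, 15 min at ambient temperature. Reaction initiated with 50 nM TAMRA/BHQ-2 THF substrate, read immediately in kinetic mode, 525 nm excitation, 598 nm emission.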
POLH inh – DNA polymerase eta (human) inhibition; Q9Y253; recombinant Pol eta, fluorescent DNA replication assay; Potency, µM (top dose mostly 114 µM), for the others: top-dose activity change, negative = inhibition, usual class: inhibitors; 390,000 tested, 1.2% active; AID 588591; also: potency is read from the fitted curve at half-maximal effect; % is scaled to controls: 0 for no effect and ±100 for the full control effect
Target sequence (Q9Y253 whole entry, looked up): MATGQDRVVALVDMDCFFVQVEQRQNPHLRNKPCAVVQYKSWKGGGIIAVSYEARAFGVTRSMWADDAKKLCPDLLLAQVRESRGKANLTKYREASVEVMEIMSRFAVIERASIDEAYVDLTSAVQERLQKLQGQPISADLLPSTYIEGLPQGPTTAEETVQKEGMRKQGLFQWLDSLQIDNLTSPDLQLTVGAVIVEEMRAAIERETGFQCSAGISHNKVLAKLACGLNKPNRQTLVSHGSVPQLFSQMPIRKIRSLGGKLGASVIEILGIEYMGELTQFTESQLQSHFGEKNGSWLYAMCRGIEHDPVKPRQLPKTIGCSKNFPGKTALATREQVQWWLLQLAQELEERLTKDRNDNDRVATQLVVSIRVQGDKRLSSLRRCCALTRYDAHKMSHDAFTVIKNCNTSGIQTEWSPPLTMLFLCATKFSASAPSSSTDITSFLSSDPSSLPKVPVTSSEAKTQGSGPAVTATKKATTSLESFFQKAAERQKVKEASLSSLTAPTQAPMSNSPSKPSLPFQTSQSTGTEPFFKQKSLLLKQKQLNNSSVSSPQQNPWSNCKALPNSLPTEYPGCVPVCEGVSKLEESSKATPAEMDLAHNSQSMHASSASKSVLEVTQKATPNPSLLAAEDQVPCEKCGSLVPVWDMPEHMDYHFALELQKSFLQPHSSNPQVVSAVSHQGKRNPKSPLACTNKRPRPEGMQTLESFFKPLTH
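Fluorescent replication assay: 50 nM final substrate added after a 15 min room-temperature compound preincubation with 10 nM enzyme. Signal taken at 0 min and again at 10 min.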
Apoferritin bind – candidate novel general anesthetic via apoferritin binding; P02791; apoferritin/1-aminoanthracene competitive binding, fluorescence; Potency, µM (top dose mostly 77.5 µM), without a hit: at the highest dose activity change, negative = displacement, most hits filed as inhibitors; 350,000 tested, 0.074% active; AID 485281; also: potency is read from the fitted curve at half-maximal effect; % is scaled to controls: 0 for no effect and ±100 for the full control effect; nearly all actives have a fitted effect of over 20% in size
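Horse-spleen apoferritin (10 uM) was mixed with 50% saturated 1-aminoanthracene in PBS, exposed to compounds for 10 min at room temperature, and read for fluorescence (ex 380 nm, em 535 nm). Competitive displacement was fitted with a four-parameter Hill equation.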
LDHA block – blocks human lactate dehydrogenase A. P00338. 480,000 tested, 0.15% active. purified LDHA, NADH/diaphorase-resazurin fluorescence; stronger effect = lower value. activity change, % (values are at about 110 or 230 µM); in the data active = activity change below about -30%; inconclusive = mostly about -25% to -30%;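 also: plate controls were DMSO wells for no effect and wells without enzyme for full effect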
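Human LDH5 (2 nM) was incubated with 0.06 mM NADH and 0.2 mM pyruvate for 5 min at room temperature in Tris pH 7.4. Remaining NADH was coupled through diaphorase/resazurin, and resorufin fluorescence was read at 0 and 20 min.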
Active calls of the source: *; i = inactive; ? = inconclusive; nt = no result given; & = joins results of further samples; [ ] = another dose, or the depositor's remark. Unless noted, calls follow the shape of the dose curve; as a rule, active = well fitted curve in the direction sought with a large enough effect; inconclusive = small, poorly fitted or top-dose-only effect, or another doubt; inactive = no such curve, though single readings can be large; an effect the other way counts as inactive or inconclusive.

SMILES	ERG Ets-DNA blk	Pol beta inh	12-LOX inh	RGS4 inhibitor	POLK inh	APEX1 inh	POLH inh	Apoferritin bind	LDHA block
Cc1ccccc1NC(=O)Cn1nnc(C(=O)NCCc2ccccc2)c1N	1%	14µM*	-28%	-23%	-7%	nt	-18%	?	2
c1cnc(Oc2ccc3oc4ccccc4c3c2)nc1	-5%	-4%	-16%	7%[11.4 µM]	-2%	-2%	-6%	-10%	-9
c1ccc(CCc2nn3c(Cn4cnc5ccccc54)nnc3s2)cc1	5%	-8%	?	?	-1%	2%	-12%	-8%	0
O=C(c1ccc(Cl)c([N+](=O)[O-])c1)N1CCN(Cc2ccc3c(c2)OCO3)CC1	-6%	-8%	-6%	15%	0%	1%	-6%	-13%	-6
C=CCC[C@@H](Cc1ccc(F)cc1)C(=O)OC[C@H](C)NC(=O)[C@@H](CC=C)CC(=O)N(CCO)Cc1ccccc1	-17%	nt	-5%	-14%	-6%	-7%	-8%	nt	5
O=C(NCc1nnc(SCC(=O)N2CCCC2)o1)c1ccccc1	5%	34%	0%	0%	-2%	33%	-1%	0%	-1
CCOC(=O)CN1C(=O)C(Sc2n[nH]c(-c3ccc(C)cc3)n2)CCc2ccccc21 (centres undefined)	4%	3%	-22%	-21%	-12%	4%	-17%	?	9
Cc1ccc(CNC(=O)C(=O)NCC2OCCN2C(=O)c2cccs2)cc1 (centres undefined)	15%	1%	-2%	18%	-4%	-1%	1%	5%	-3
CCOC(=O)CS(=O)(=O)c1ccc2ccccc2c1	2%	-7%	-21%	0%	-7%	1%	-12%	0%	-2
O=C(NC(=S)Nc1ccccc1[N+](=O)[O-])c1ccccc1Cl	3%	28%	257%[activator]	-16%	-7%	7%	-5%	8%	-10
COc1ccc(C2C(Oc3ccccc3)C(=O)N2c2ccc(C)c(C)c2)cc1OC (centres undefined)	1%	nt	-10%	-7%	1%	nt	-21%	nt	-5
COc1ccccc1/C=C/C(=O)N1CCOCC1	0%	0%	4%	16%	6%	5%	5%	-6%	-3
CCN(CC)c1ccc2cc(-c3nc(-c4ccc(OC)cc4)cs3)c(=O)oc2c1	?	5%	-9%	-24%	-5%	-2%	1%	-6%	0
O=C(O)CSc1nnc(-c2ccccc2)o1	-9%	7%	1%	9%	-14%	-5%	6%	-8%	-5
CS(=O)(=O)N1CCc2cc(C(=O)N3CCN(c4cccc(Cl)c4)CC3)ccc21	-3%&7%	-1%&8%	-6%&-12%	-8%&-3%	-3%&7%	3%	-22%&-24%	6%&-15%	-11&2
COc1ccc(NC(=O)C2CCCNC2)cc1OCC(C)C (centres undefined)	8%	2%	63%[activator]	6%	-8%	1%	-17%	-12%	1
O=C(COC(=O)CC1SC(N2CCCC2)=NC1=O)Nc1c(F)c(F)c(F)c(F)c1F (centres undefined)	19%	nt	0%	15%	-14%	2%	-5%	nt	-3
CCCCn1c(N)c(N(CCC(C)C)C(=O)c2sc3nc4n(c(=O)c3c2C)CCC4)c(=O)[nH]c1=O	15%	33%	0%	-3%	-5%	15%	-17%	-4%	-3
CN1CC2CCCC3(C1)C(=O)NC1(CCCCC1)N=C23 (centres undefined)	-7%	10%	nt	2%[11.4 µM]	0%	12%	-3%	-5%	-6
Cc1cc(C)c(NC(=O)C2CCN(C(=O)N3CC(C)Oc4ccc(Cl)cc43)CC2)c(C)c1 (centres undefined)	1%	4%	2%	8%	-21%	nt	-16%	-15%	-2
COc1ccc(NS(=O)(=O)c2cc3c(cc2C)N(C)CCO3)cc1	8%	-17%	23%	-24%	-11%	37%	-20%	?	0
COc1ccc(C(=O)Nc2nc3ccccc3s2)cc1	-10%	-17%	?	-12%	1%	-15%	-3%	-19%	0
CC1=C(NCCc2ccccc2)CCC1=O	-8%	0%	0%	-11%	-1%	-3%	-8%	-13%	1
Cc1ccc(-n2c(SCC(=O)Nc3cccc(S(N)(=O)=O)c3)nc3ccccc32)cc1	14%	?	-25%	-36%	-28%	0%	-16%	-6%	-2
Cc1nccn1CC(=O)N/N=C/c1ccccc1O	5%	2%	-10%	10%	-4%	11%	-5%	64%[activator]	5
COc1ccc(-c2nnc(SCC(=O)N3CCCc4ccccc43)o2)cc1OC	-1%	7%	16%	17%	4%	6%	-3%	3%	-1
C/C(=N\Nc1ccc(Cl)c(Cl)c1)c1ccc(-n2ccnc2)cc1	10%	-3%	?	?	-17%	1%	-14%	-15%	0
CCCCN(CCCC)CCNC(=O)c1cn(CC)c2ccc(S(=O)(=O)N3CCCC3)cc2c1=O	4%	13%	-2%	?	-9%	4%	-15%	-5%	-3
CN(c1ccccc1)C(c1ccc(F)cc1)c1nnnn1CC1CCCO1 (centres undefined)	-10%	-16%	0%	37%	-10%	-3%	-6%	9%	-5
CCCCn1c(N)c(N(CC)C(=O)c2cc(CC)c(C)s2)c(=O)[nH]c1=O	2%	nt	?	11%	-8%	17%	-5%	nt	-7&9
CCn1c(=O)c(C(=O)CN2CC(C)OC(C)C2)c(N)n(Cc2ccccc2)c1=O (centres undefined)	-2%	26%	-11%	-4%	-4%	-1%	-14%	-10%	-5
CC1=C(C/C=C(\C)CCCC(C)CCCC(C)CCCC(C)C)C(=O)c2ccccc2C1=O (centres undefined)	-10%	nt	-23%	-17%	8%	-5%	-13%	?	9
Cc1ccc(-n2c(SCC(=O)Nc3ccc4c(c3)OCO4)nnc2-c2ccccn2)cc1	-5%	-3%	14%	13%	-7%	-1%	-13%	-10%	-1
O=C(NCCc1c[nH]c2ccccc12)c1ccc(S(=O)(=O)NCc2ccco2)cc1	0%	4%	-1%	-10%[56.9 µM]	-26%	-3%	-5%	-10%	-2
CC(Oc1ccc2c3c(c(=O)oc2c1)CCC3)C(=O)N[C@@H](Cc1ccccc1)C(=O)O (some centres undefined)	-12%	2%	11%	4%	-7%	5%	-13%	-5%	-2
Cc1ccc(OCC(=O)NNC(=O)C2CCCO2)c(C)c1 (centres undefined)	-2%	20%	10%	-16%	-1%	-15%	-8%	-3%	1
c1ccc(-c2nc3ccccc3o2)nc1	0%	2%	i	-6%	-10%	-8%	-11%	-10%	2
COc1cc(/C=C/C(=O)O)cc(S(=O)(=O)N2CCc3ccccc3C2)c1OC	-7%	2%	-19%	-30%	-8%	-3%	-17%	-4%	1
COc1ccccc1CNC(=O)CSC1=Nc2ccccc2N=C(c2ccc(F)cc2)C1	-2%	0%	-19%	18%	-8%[60.1 µM]	nt	6%	4%	-13
COc1ccc(COc2cc(-c3cccc(OC)c3)nc3ccc(NC(=O)c4ccc(Cl)cc4)cc23)cc1	5%	6%	?	-4%	-17%[60.1 µM]	1%[50.4 µM]	-11%	-3%&0%	-7
CC(NC(=S)NC1CCCCC1)C(c1cccs1)N1CCOCC1 (centres undefined)	-4%	14%	95%[activator]	4%	-3%	-5%	-12%	-8%	-2
CC1(C)Cc2ccccc2-c2nnc(-c3ccccn3)n21	-8%	-13%	23%&-36%	?	-7%	-3%	-2%	-9%	-4&-17
Cc1cccc(NC(=O)Cn2c(=O)n(CCc3c[nH]c4ccccc34)c(=O)c3cccnc32)c1	nt	-10%	9%	nt	nt	16%	nt	8%	nt
Cc1cccc(N(C(=O)CNC(=O)c2ccco2)C(C(=O)NC2CCCC2)c2cccnc2)c1C (centres undefined)	5%	-15%	-11%	-5%	-9%	14%	-19%	-10%	-4
Cc1[nH]c2ccccc2c1C(=O)NS(=O)(=O)Nc1ccc(F)cc1	3%	19%	-7%	-27%	-17%	15%	-3%	-5%	1
N#CCCN(Cc1cccnc1)C(=S)Nc1ccccc1Cl	5%	4%	2%	29%	-22%	4%	-3%	-2%	-12
COC(=O)N1CCN(/[N+]([O-])=N/Oc2ccc([N+](=O)[O-])cc2[N+](=O)[O-])CC1	nt	nt	nt	-19%	5%	2%	nt	-14%	nt
O=C(CC(=O)Nc1ccc(Cl)cc1Cl)Nc1ccc(Cl)cc1Cl	-8%	16%	-4%	-21%[56.9 µM]	10%	7%	-15%	-12%	-4
C/C(=C\c1ccccc1F)C1Nc2cccc3cccc(c23)N1	nt	nt	-17%	?	-19%	-17%	-6%	nt	-2&9
CN(C)c1nc(N)nc(CSc2nc3cc(Cl)ccc3o2)n1	-14%	-3%	?	-4%	-17%	-3%	-12%	-9%	-5
COc1cc(/C=N/N2CCCCC2)cc([N+](=O)[O-])c1O	0%	?	-3%	-22%	-39%	-2%	?	-5%	9
Cc1ccc(CN2CC(C(=O)NCCCn3nc(C)cc3C)CC2=O)cc1 (centres undefined)	-6%	nt	-20%	-30%	-1%	nt	-17%	nt	0
CN(C)S(=O)(=O)N1CCC(Oc2ccc(C(=O)N3C[C@@H]4CCC[C@H]3C4)cc2)CC1	15%	nt	-13%	-24%	-2%	nt	-10%	nt	6
COc1ccc(Br)c(C(=O)OCC(=O)NC2CC2)c1	2%	nt	-6%	3%	5%	18%	-1%	nt	-3

Reprinted at random: two entries already listed, in no set order.
SMILES	ERG Ets-DNA blk	Pol beta inh	12-LOX inh	RGS4 inhibitor	POLK inh	APEX1 inh	POLH inh	Apoferritin bind	LDHA block
Cc1cccc(N(C(=O)CNC(=O)c2ccco2)C(C(=O)NC2CCCC2)c2cccnc2)c1C (centres undefined)	5%	-15%	-11%	-5%	-9%	14%	-19%	-10%	-4
COC(=O)N1CCN(/[N+]([O-])=N/Oc2ccc([N+](=O)[O-])cc2[N+](=O)[O-])CC1	nt	nt	nt	-19%	5%	2%	nt	-14%	nt

From PubChem

A portion of the library; count on the stated rates, not on these rows.
